High-throughput results as filed in PubChem.
Tb PGK inh = T. brucei PGK inhibition; P07378; PGK/GAPDH coupled, Kinase-Glo luminescence, 60 min; hit rate 0.043% among 380,000; AID 602233; Potency, µM (series often up to 57.5 µM), inactives show at the highest dose activity change, negative = inhibition, actives largely listed as inhibitors; also: potency is read from the fitted curve at half-maximal effect; % is scaled to controls: 0 for no effect and ±100 for the full control effect; nearly all actives have a fitted effect of over 60% in size
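Luminescent ATP detection (Kinase-Glo Plus) follows a 60-minute room-temperature incubation, with wells lacking PGK as controls. Buffer: 100 mM TEA (pH 7.6), 5 mM MgCl2, 0.01% Tween-20. Coupling enzyme GAPDH (100 nM final) supplies unstable 1,3-BPG in-well.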
Pol beta inh = inhibitors of human DNA polymerase beta | Pol beta primer extension/strand displacement, fluorescence kinetic | Potency, µM (top dose mostly 114 µM), without a hit: top-dose activity change, negative = inhibition, hits mostly inhibitors | hit rate 1.3% among 340,000; also: potency is read from the fitted curve at half-maximal effect; % is scaled to controls: 0 for no effect and ±100 for the full control effect
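Enzyme-only controls used 10 nM Pol beta; buffer lacking enzyme served as negative control. Compound preincubated 15 min, then 50 nM substrate added; 0 and 10 min reads at room temperature.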
APE1 inh = inhibitors of human APE1 endonuclease. hit rate 0.35% among 350,000. P27695. AID 2517. recombinant APE1, TAMRA/BHQ-2 abasic DNA cleavage fluorescence. Potency, µM (doses to about 65.8 µM), for inactives: at the top dose activity change, negative = inhibition, hits mostly inhibitors;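 also: potency is read from the fitted curve at half-maximal effect; plate controls were vehicle for no effect and reference inhibitor for full effect; nearly all actives have a fitted effect of over 55% in size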
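Substrate: short duplex with […] THF abasic site, 5'-TAMRA and 3'-BHQ-2, 50 nM final. APE1 at 0.75 nM, preincubated 15 min RT with compound. Fluorescence increase from first to third read measured activity.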
BLM helicase inh = blocks DNA unwinding by human BLM helicase; P54132; recombinant BLM DNA unwinding, fluorescence dequenching; Potency, µM (titrated, usually from 56.1 µM), for the others: top-dose activity change, negative = inhibition, usual class: inhibitors; hit rate 0.2% among 350,000; AID 2528;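 also: potency is read from the fitted curve at half-maximal effect; plate controls were vehicle for no effect and no enzyme for full effect; nearly all actives have a fitted effect of over 35% in size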
POLI inh = inhibitors of human DNA polymerase iota | Pol iota fluorescent replication assay, 10 min | Potency, µM (series often up to 115 µM), for the others: at the highest dose activity, negative = inhibition, actives largely listed as inhibitors | AID 588590 | Q9UNA4 | hit rate 1% among 390,000; also: potency is read from the fitted curve at half-maximal effect
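Pol iota at 10 nM preincubated 15 min with compounds at room temperature; reaction started with fluorescent substrate, 50 nM final. Fluorescence read kinetically at 0 and 10 min; buffer-only wells as negative control.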
POLK inh = inhibitors of human DNA polymerase kappa; Q9UBT6; purified Pol kappa, fluorescent DNA synthesis assay, 10 min; Potency, µM (top dose mostly 107 µM), inactives show at the highest dose activity, negative = inhibition, most hits filed as inhibitors; hit rate 0.53% among 400,000; AID 588579; also: potency is read from the fitted curve at half-maximal effect; % is scaled to controls: 0 for no effect and ±100 for the full control effect
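First, compounds were pin-transferred onto 10 nM Pol kappa. After 15 min at room temperature, substrate was added to 50 nM final. Fluorescence was then measured kinetically at 0 and 10 min.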
Anesthetic bind = binds horse apoferritin like a general anesthetic; P02791; apoferritin/1-aminoanthracene competitive binding, fluorescence; Potency, µM (top dose mostly 77.5 µM), inactives show top-dose activity change, negative = displacement, usual class: inhibitors; hit rate 0.074% among 350,000; AID 485281; also: potency is read from the fitted curve at half-maximal effect; % is scaled to controls: 0 for no effect and ±100 for the full control effect; nearly all actives have a fitted effect of over 20% in size
Target sequence (P02791 2-175 limits assumed): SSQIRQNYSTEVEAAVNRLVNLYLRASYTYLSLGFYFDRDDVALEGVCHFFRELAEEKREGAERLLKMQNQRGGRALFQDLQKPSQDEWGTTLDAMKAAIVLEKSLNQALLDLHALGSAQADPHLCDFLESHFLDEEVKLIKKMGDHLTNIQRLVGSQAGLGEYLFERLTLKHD
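In PBS, apoferritin at 10 uM is loaded with 1-AMA from a 50% saturated solution. After 10 min of compound exposure at ambient temperature, reduced 535 nm fluorescence indicates probe displacement.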
Pol eta inh = inhibitors of human DNA polymerase eta; Q9Y253; recombinant Pol eta, fluorescent DNA replication assay; Potency, µM (doses to about 114 µM), for the others: top-dose activity change, negative = inhibition, most hits filed as inhibitors; AID 588591; hit rate 1.2% among 390,000; also: potency is read from the fitted curve at half-maximal effect; % is scaled to controls: 0 for no effect and ±100 for the full control effect
Target sequence (Q9Y253 whole entry, looked up): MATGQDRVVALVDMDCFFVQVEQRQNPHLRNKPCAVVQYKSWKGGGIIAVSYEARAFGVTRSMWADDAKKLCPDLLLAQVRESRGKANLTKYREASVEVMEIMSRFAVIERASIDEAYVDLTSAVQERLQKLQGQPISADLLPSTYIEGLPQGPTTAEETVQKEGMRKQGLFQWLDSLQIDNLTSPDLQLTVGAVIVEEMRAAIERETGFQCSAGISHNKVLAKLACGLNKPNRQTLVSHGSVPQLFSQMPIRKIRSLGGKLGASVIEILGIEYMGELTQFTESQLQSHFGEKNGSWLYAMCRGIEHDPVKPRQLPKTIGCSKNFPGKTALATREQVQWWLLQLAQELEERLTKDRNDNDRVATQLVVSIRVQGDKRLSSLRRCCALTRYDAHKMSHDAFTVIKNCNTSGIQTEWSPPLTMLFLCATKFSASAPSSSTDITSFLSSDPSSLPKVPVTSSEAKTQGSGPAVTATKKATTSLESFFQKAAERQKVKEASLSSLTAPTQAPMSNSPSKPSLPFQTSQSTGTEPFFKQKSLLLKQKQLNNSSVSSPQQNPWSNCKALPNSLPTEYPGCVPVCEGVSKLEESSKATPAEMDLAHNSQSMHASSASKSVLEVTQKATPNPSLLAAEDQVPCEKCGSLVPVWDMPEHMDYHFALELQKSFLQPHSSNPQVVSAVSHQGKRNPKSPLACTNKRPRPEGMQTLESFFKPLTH
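Fluorescent replication assay: 50 nM final substrate added after a 15 min room-temperature compound preincubation with 10 nM enzyme. Signal taken at 0 min and again at 10 min.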
RXFP1 antagonist = antagonists of human relaxin receptor RXFP1 | Q9HBX9 | HEK293-RXFP1, relaxin-stimulated cAMP HTRF, 30 min; hits give low values | activity change, negative = inhibition, % at 57.5 µM | hit rate 0.59% among 350,000 | AID 1259400;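 active = activity change of -60% or lower, but not beyond a set lower limit; inconclusive = change between -60% and -40%, or beyond the set limit; inactive = change above -40%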; also: % is scaled to controls: 0 for no effect and ±100 for the full control effect
Numbers without * were called inactive; i = inactive; ? = inconclusive; / = no result given; & = joins results of further samples; [ ] = remark or other dose. Unless noted, calls follow the shape of the dose curve; as a rule, active = well fitted curve in the direction sought with a large enough effect; inconclusive = small, poorly fitted or top-dose-only effect, or another doubt; inactive = no such curve, though single readings can be large; an effect the other way counts as inactive or inconclusive. A portion of the library, so the mix of outcomes need not match the whole.

SMILES	Tb PGK inh	Pol beta inh	APE1 inh	BLM helicase inh	POLI inh	POLK inh	Anesthetic bind	Pol eta inh	RXFP1 antagonist
COc1cc(NC(=O)COC(=O)c2ccc(C)c(S(=O)(=O)N3CCCCC3)c2)c(C)cc1[N+](=O)[O-]	-6%	1%	-11%	-7%	?	-20%	-10%	4%	3
Cc1ccccc1C(=O)Nc1nnc(-c2ccc(F)cc2)o1	2%	-4%	1%	-4%	-11%	3%	-5%	-8%	/
Cc1ccc2oc(=O)cc(CN3CCN(Cc4ccccc4)CC3)c2c1	i	-6%	43%	-5%	-18%	3%	-14%	3%	0
C/C=C(\C)C(=O)NCCN1C2=NC[C@H](C(C)C)N2C[C@H]1Cc1ccc(O)cc1	i	-4%	6%	5%	4%	13%	-1%	-10%	/
O=C(CCNC(=O)c1ccc(Br)cc1)NCCCSc1ccccc1	-2%	/	20%	/	5%	-3%	/	3%	-2
COC(=O)Cn1c2ccc(C)cc2c2nc(C)sc21	-1%	15%	-6%	-8%	53%[activator]	2%	-14%	-10%	-8
CSc1nc(-c2ccccc2)nc(N2CCN(C)CC2)c1C(C)=O	-2%	19%	-2%	4%	8%	-13%	-21%	-19%	-10
CCOC(=O)c1ccccc1NC(=O)CSc1nnc(CC)n2c1cc1occc12	-6%	31%	/	2%	32%[activator]	-3%	-12%	-11%	5
Cc1ccccc1C1CC(=O)c2ccccc2C1C (stereo not given)	1%	/	/	/	0%	-13%	/	-2%	5
COc1cc(=O)n2c(n1)SCCC2	-1%	26%	18%	-2%	-1%	1%	-6%	?	-15
O=C(Cn1c(=O)oc2ccccc21)NCC1COc2ccccc2O1 (stereo not given)	i	-1%	-9%	0%	17%	3%	-9%	-8%	6
C=CCSc1nc2c(cnn2-c2ccccc2)c(=O)n1N	-3%	9%	-1%	-2%	50%[activator]	-19%	-5%	-5%	-10
CCN(CC)CCCNc1oc(/C=C/c2ccc(OC)c(OC)c2)nc1C#N	2%	-29%	/	-2%	9%	-23%	69%[activator]	-15%	4
CCCCCCCCN1C(=O)N(C)C(N(O)C(=O)NC)C1(C)C (stereo not given)	-6%	24%	3%	-3%	7%	-1%	-23%	-16%	-12
CCCCCCCCC1=NCCc2c1[nH]c1ccccc21	-2%	31%	0%	-5%	48%[activator]	-5%	-10%	-30%	-4
CC(C)(C)NC(=O)c1ccccc1NC(=O)c1ccc2c(c1)OCO2	i	38%	-2%	-5%	23%	18%	-9%	-10%	6
Cc1c(C(=O)NC2CCCc3ccccc32)oc2ccc(S(=O)(=O)N3CCCCC3)cc12 (stereo not given)	i	0%	4%	2%	2%	-4%	4%	-10%	-16
Cc1ccc(C(=O)COC(=O)CNC(=O)COc2ccccc2C)cc1C	-1%	-1%	0%	-9%	21%&10%	-6%&-6%	?	4%	4
CC[C@H](NC(=O)[C@H](CCCN=C(N)N)NC(=O)[C@H](Cc1c[nH]c2ccccc12)NC(=O)[C@@H](N)CS)C(=O)N[C@@H](CCCN=C(N)N)C(=O)N[C@@H](Cc1ccc(O)cc1)C(N)=O	/	/	-4%	20%	/	6%[60.1 µM]	3%	/	/
COc1ccc(C2=NN(C(=O)c3ccccc3)C(c3ccc(OC)c(OC)c3)C2)cc1OC (stereo not given)	1%	25%	16%	-4%	6%	-19%	-3%	1%	9

Taken from the listing (seven entries):
SMILES	Tb PGK inh	Pol beta inh	APE1 inh	BLM helicase inh	POLI inh	POLK inh	Anesthetic bind	Pol eta inh	RXFP1 antagonist
COc1cc(NC(=O)COC(=O)c2ccc(C)c(S(=O)(=O)N3CCCCC3)c2)c(C)cc1[N+](=O)[O-]	-6%	1%	-11%	-7%	?	-20%	-10%	4%	3
Cc1ccccc1C(=O)Nc1nnc(-c2ccc(F)cc2)o1	2%	-4%	1%	-4%	-11%	3%	-5%	-8%	/
Cc1ccc2oc(=O)cc(CN3CCN(Cc4ccccc4)CC3)c2c1	i	-6%	43%	-5%	-18%	3%	-14%	3%	0
C/C=C(\C)C(=O)NCCN1C2=NC[C@H](C(C)C)N2C[C@H]1Cc1ccc(O)cc1	i	-4%	6%	5%	4%	13%	-1%	-10%	/
O=C(CCNC(=O)c1ccc(Br)cc1)NCCCSc1ccccc1	-2%	/	20%	/	5%	-3%	/	3%	-2
COC(=O)Cn1c2ccc(C)cc2c2nc(C)sc21	-1%	15%	-6%	-8%	53%[activator]	2%	-14%	-10%	-8
CSc1nc(-c2ccccc2)nc(N2CCN(C)CC2)c1C(C)=O	-2%	19%	-2%	4%	8%	-13%	-21%	-19%	-10

The list goes on:
SMILES	Tb PGK inh	Pol beta inh	APE1 inh	BLM helicase inh	POLI inh	POLK inh	Anesthetic bind	Pol eta inh	RXFP1 antagonist
COc1ccccc1/C=C/c1nc2ccccc2c(=O)o1	5%	/	/	/	-13%	-6%	/	-1%	/
C=CCNC(=S)NNC(=O)c1ccc(OC(C)C)cc1	i	-7%	1%	-6%	9%	0%	-8%	-9%	-16
O=S1(=O)N=C(N/N=C/C=C/c2ccccc2)c2ccccc21	4%	15%	3%	3%	2%	-18%	-12%	-3%	-12
C=CCc1c(C)nc(C)nc1N/N=C/c1ccccc1O	-5%	2%	-6%	5%	12%	-17%	-2%	-15%	-1
Cc1cccc(-c2nnc(SCC#N)n2-c2ccccc2)c1	-6%	4%	1%	2%	-4%	-6%	-21%	-2%	-20
COc1cc(C(=O)NNC(=O)c2ccc(NC(C)=O)cc2)cc(OC)c1OC	-11%	5%	1%	-8%	17%	6%	1%	-3%	2
CC(C)=C1SC(N2CCN(c3cccc(C(F)(F)F)c3)CC2)=NC1=O	4%	-2%	-2%	-2%	7%	-8%	-16%	1%	7
C=C(C)CNC(=S)Nc1cccc(S(=O)(=O)NC2=NCCC2)c1	-2%	3%	-1%	-7%	-14%	1%	-5%	-17%	0
Cc1cccc(NC(=O)CCC(=O)c2cccs2)n1	-5%	/	30%	/	?	-11%	/	?	-15
O=[N+]([O-])c1ccc2nc(C(O)C(O)c3nc4ccc([N+](=O)[O-])cc4[nH]3)[nH]c2c1 (stereo not given)	2%	?	46%[activator]	-10%	?	-14%	-4%	-10%	-15
COc1ccc(CCC(=O)N(C)CC(=O)Nc2ccc(N3CCOCC3)cc2)cc1	-7%	16%	2%	5%	-21%	-7%	-2%	-8%	-3
O=C(Nc1nnc(C2CCCCC2)s1)c1cccs1	-2%	-11%	2%	-1%	7%	-5%	-8%	-13%	0
Cc1cc(C)nc(SCCCNCc2c(F)cccc2Cl)n1	8%	15%	16%	3%	-10%	1%	-14%	0%	1
CCOc1ccc(NS(=O)(=O)c2ccc(NS(C)(=O)=O)cc2)cc1	i	1%	-1%	-6%	-5%	-5%	-10%	-9%	-20
CCCN1C(=O)/C(=C\C=C2\N(CC)c3ccccc3C2(C)C)SC1=S	-13%	-14%	5%	-2%	?	-16%	-11%	?	-9
O=C(O)CN(CCO)CCN(CC(=O)O)CC(=O)O	/	17%	6%	1%	/	/	11%	/	/
NS(=O)(=O)c1cccc(NC(=O)CCN2C(=O)C3CCCCC3C2=O)c1 (stereo not given)	-2%	/	-4%	/	20%	-4%	/	?	3
CC(=O)Oc1c(C)c(=O)n(C)c2ccccc12	7%	-2%	-9%	0%	11%	5%	-8%	-12%	/
CC(=O)C1=C(C)Nc2ncnn2C1c1ccc(O)cc1 (stereo not given)	-3%	3%	15%	-4%	18%	0%	-5%	-19%	4
CCOC(=O)C1CCCN(S(=O)(=O)c2ccc3c(c2)NC(=O)CO3)C1 (stereo not given)	-1%	-4%	29%	-1%	?	-6%	-5%	-11%	1
CCN(CC)C(=O)Cn1cc(S(=O)(=O)CC(=O)NCCc2ccc(OC)c(OC)c2)c2ccccc21	1%	14%	4%	0%	13%	-24%	-5%	6%	-1
O=C(O)c1ccccc1OCC1CCCO1 (stereo not given)	-2%	2%	-1%	0%	-8%	5%	6%	-2%	-3
CN(Cc1ccccc1)C(=O)c1ccc2c(c1)N(Cc1ccccc1F)C(=O)c1ccccc1S2(=O)=O	5%	2%	/	-10%	11%	-18%	4%	-9%	/
